SENP8 block – inhibitors of human SENP8 protease. purified SENP8, Z-RLRGG-aminoluciferin cleavage, luminescence. hit rate 1.2% among 330,000. inhibition, % at 10 µM. Q96LD8
Jurkat NFkB inh – inhibitors of the PMA/ionomycin-induced NF-kB reporter in Jurkat cells; AID 435003; hit rate 0.53% among 330,000; PMA/ionomycin-induced NF-kB luciferase reporter, luminescence; inhibition, % at 4 µM
UBC13 inh – inhibitors of human UBC13 polyubiquitin chain formation; AID 485273; hit rate 0.47% among 330,000; P61088; TR-FRET; inhibition, % at 20 µM; in the data active = inhibition above about 45%, passing the limit was not always enough
Target sequence (P61088 whole entry, looked up): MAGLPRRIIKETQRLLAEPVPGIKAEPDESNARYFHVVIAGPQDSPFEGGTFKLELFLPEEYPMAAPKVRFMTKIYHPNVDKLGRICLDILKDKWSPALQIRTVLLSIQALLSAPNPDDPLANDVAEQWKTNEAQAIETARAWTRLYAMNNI
Gli-Sufu block – blocks Gli-Sufu signaling in a luciferase reporter; inhibition, % at 5 µM; Sufu-KO-LIGHT fibroblasts, Gli luciferase reporter luminescence; hit rate 0.74% among 340,000; AID 588413;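 active = inhibition above about 55%, limit read from the data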;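 also: 0% = DMSO-treated cells and 100% = wells with medium but no cells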
HKDC1 inh – HKDC1 (human) hexokinase inhibition; inhibition, % at 20 µM; AID 493160; hit rate 0.16% among 340,000; recombinant HKDC1, G6PDH/diaphorase resazurin coupled fluorescence; Q2TB90;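 active = inhibition above about 35% when tested at 20 µM, limit read from the data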;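 also: plate controls were DMSO wells with enzyme for no effect and DMSO wells lacking enzyme for full effect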
Target sequence (Q2TB90 whole entry, looked up): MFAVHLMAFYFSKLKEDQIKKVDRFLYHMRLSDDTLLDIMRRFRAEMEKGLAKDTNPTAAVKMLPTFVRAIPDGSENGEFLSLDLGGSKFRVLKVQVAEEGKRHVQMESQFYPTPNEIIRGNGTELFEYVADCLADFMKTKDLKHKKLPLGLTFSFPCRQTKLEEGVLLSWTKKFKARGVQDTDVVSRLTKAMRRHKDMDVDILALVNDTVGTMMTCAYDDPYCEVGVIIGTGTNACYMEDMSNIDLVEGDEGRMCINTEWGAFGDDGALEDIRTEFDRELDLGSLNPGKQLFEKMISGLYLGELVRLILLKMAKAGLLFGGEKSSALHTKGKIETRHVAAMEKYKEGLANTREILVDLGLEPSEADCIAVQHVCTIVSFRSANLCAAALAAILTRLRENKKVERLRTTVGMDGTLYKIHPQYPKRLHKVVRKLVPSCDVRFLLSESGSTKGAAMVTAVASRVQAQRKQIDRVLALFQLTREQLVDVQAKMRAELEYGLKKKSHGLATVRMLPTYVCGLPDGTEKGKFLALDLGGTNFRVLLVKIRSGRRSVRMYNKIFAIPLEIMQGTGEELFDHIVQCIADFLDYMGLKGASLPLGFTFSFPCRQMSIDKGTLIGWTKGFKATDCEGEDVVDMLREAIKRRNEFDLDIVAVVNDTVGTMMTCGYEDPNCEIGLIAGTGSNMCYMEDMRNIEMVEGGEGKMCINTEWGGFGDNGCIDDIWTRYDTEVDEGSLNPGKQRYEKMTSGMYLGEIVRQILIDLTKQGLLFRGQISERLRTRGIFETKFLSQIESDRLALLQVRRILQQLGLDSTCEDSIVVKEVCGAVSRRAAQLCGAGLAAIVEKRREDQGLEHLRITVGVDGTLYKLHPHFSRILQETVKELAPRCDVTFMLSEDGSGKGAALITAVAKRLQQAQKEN
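System: Recombinant HKDC1 hexokinase | Amount: HKDC1 at 5 µg/mL | Reagent: Glucose with 1 mM ATP | Doses: Single 20 µM dose | Incubation: Reaction time 90 min, room temperature, protected from light | Signal: Coupled resazurin fluorescence, excitation 525 nm, emission 613 nm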
Apaf-1 inh – blocks human Apaf-1 apoptosome activity. inhibition, % at 20 µM. reconstituted apoptosome caspase-3 activity, DEVD-Rh110 fluorescence. hit rate 0.71% among 330,000. AID 489030. O14727; active = inhibition of at least 40% at 20 µM;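 also: plate controls were DMSO wells for no effect and DEVD-CHO caspase inhibitor wells for full effect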
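Assay system – apoptosome proteins · Medium – Hepes buffer, pH 7.5 · Also added – cytochrome c with DEVD-Rh110 · Timing – 30 min compound preincubation, 50 min activation, room temperature · Detection – Rh110 fluorescence, excitation 480 nm, emission 540 nm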
697 NFkB inh – inhibitors of the PMA/ionomycin-induced NF-kB reporter in 697 B cells; 697 B-cell NF-kB luciferase reporter, 16 h; inhibition, % at 4 µM; hit rate 0.33% among 330,000; AID 435022; in the data active = inhibition above about 35%
SENP7 inh – inhibitors of human SENP7 protease; AID 434973; hit rate 1.5% among 330,000; recombinant SENP7, Z-RLRGG-aminoluciferin luminescence, 40 min; Q9BQF6; inhibition, % at 5 µM;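 active = inhibition above about 50% at the single test dose, limit read from the data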;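 also: plate controls were DMSO with enzyme for no effect and no enzyme buffer wells for full effect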
Numbers without * were called inactive. Rule as the data show it, unless noted: active = inhibition above about 50%; inactive = the rest.

Results follow in this order: SENP8 block	Jurkat NFkB inh	UBC13 inh	Gli-Sufu block	HKDC1 inh	Apaf-1 inh	697 NFkB inh	SENP7 inh
> c1ccc(Cn2nnnc2C(c2ccncc2)N2CCOCC2)cc1 (configuration not stated)
    3	8	0	-4	4	-23	1	5
> CCc1cccc(CC)c1NC(=O)NC1CCCCC1
    6	-4	8	15	-3	-19	9	4
> COc1cccc(-n2nc(C#N)c(Cl)cc2=O)c1
    0	13	-2	3	15	6	12	6
> CS(=O)(=O)N1N=C(c2ccco2)CC1c1ccccc1Cl (configuration not stated)
    3	8	-3	0	-2	1	21	5
> Cc1ccc(Nc2nc(-c3ccc(O)cc3O)cs2)nc1
    -7	-62	27	-72	-9	24	-53	-6
> CCOC(=O)c1c(NC(=O)CSc2c[nH]c3ccccc23)sc2c1CCC2
    1	55*	14	9	1	-3	-19	-1
> O=C(Cn1nc(C(=O)O)c2ccccc2c1=O)NC12CC3CC(CC(C3)C1)C2
    -11	17	-6	4	-5	16	0	-5
> CCOC(=O)c1cnc(Nc2nc3ccccc3o2)nc1CSC(=S)N(CC)CC
    -5	9	-21	69*	-8	12	-26	0
> O=C(O)c1ccccc1C(=O)NCc1c(Cl)cccc1Sc1ccc(Cl)cc1
    -8	-16	-6	5	1	5	6	-10
> COc1cccc(CNC(=O)C2Cc3cc(S(=O)(=O)N4CCCC4)ccc3N2C(C)=O)c1OC (configuration not stated)
    -9	-13	-6	47	-3	7	-7	-30
> CC1=C(C(=O)OCC2CCCO2)C(c2cccc(O)c2)NC(=O)N1 (configuration not stated)
    -3	8	4	0	1	-17	6	11
> C=CCOc1ccc(/C=C2\SC(=S)N(NS(=O)(=O)c3ccc(C)cc3)C2=O)cc1
    6	1	-12	22	18	8	0	1
> CCn1c(SCC(=O)N/N=C(/C)c2ccncc2)nc2ccccc21
    -4	6	4	5	3	-9	28	0
> O=C(C/C=N\OCc1c(Cl)cccc1Cl)Oc1ccc(Cl)cc1Cl
    4	-2	1	2	-4	-1	16	5
> CC1(C)CC(=O)C=C(Nc2ccc(F)c(Cl)c2)C1
    -9	-17	-4	6	-5	4	-8	-7
> Cc1cccc(NC(=O)c2ccc(NCCc3ccccc3)c([N+](=O)[O-])c2)c1
    16	19	-25	0	-11	-4	14	-2
> CC1CCN(CCCNS(=O)(=O)c2cc(Br)cc3c2N(C(=O)C2CC2)CC3)CC1
    -7	-12	2	5	-5	15	-11	-4
> CC(C)(C)N(Cc1ccccc1)C(=O)c1ccncc1
    -5	3	8	-4	-3	-11	4	3
> CC1(C)C(=O)C2(CCCCC2)C(=O)OC1c1cccc([N+](=O)[O-])c1 (configuration not stated)
    -11	-10	-12	-4	-5	-4	5	-7
> CCOC(=O)N1CCC(NS(=O)(=O)c2ccc(NC(C)=O)c(Cl)c2)CC1
    2	25	0	13	0	-16	-40	-8

Three of the entries above in order of their number in 697 NFkB inh, largest number first:
SMILES | 697 NFkB inh
CS(=O)(=O)N1N=C(c2ccco2)CC1c1ccccc1Cl (configuration not stated) | 21
CCc1cccc(CC)c1NC(=O)NC1CCCCC1 | 9
c1ccc(Cn2nnnc2C(c2ccncc2)N2CCOCC2)cc1 (configuration not stated) | 1

(cont.)
Results follow in this order: SENP8 block	Jurkat NFkB inh	UBC13 inh	Gli-Sufu block	HKDC1 inh	Apaf-1 inh	697 NFkB inh	SENP7 inh
> Cc1ccccc1-c1cc2nc(C)c(C)c(=O)n2[nH]1
    -14	-23	-6	6	-4	4	-30	-8
> COCCNC(=O)CCCn1c(=O)c2ccccc2n(Cc2cccc([N+](=O)[O-])c2)c1=O
    7	14	12	-2	-1	-11	17	6
> CC(=O)NCCn1c(SCc2cccc([N+](=O)[O-])c2)nc2ccccc2c1=O
    -5	2	-1	-1	0	-14	12	11
> CN(C)/C=C/c1onc(-c2c(Cl)cccc2Cl)c1C#N
    -9	7	-4	-10	15	-14	16	1
> FC(F)(F)c1nnc(-c2ccccc2)nc1N1CCOCC1
    6	-6	8	0	-5	-5	14	7
> COc1ccc(C(=O)Cn2c(Cl)nc3c2c(=O)n(C)c(=O)n3C)cc1
    6	15	1	3	-4	-11	9	-3
> O=C(N/N=C/c1cccc2ccccc12)c1n[nH]c2c1CCCC2
    -1	25	-2	-5	-8	-4	-51	5
> CCc1nc2ccccc2c(C(=O)OCC(=O)N2CC(C)OC(C)C2)c1C (configuration not stated)
    3	1	1	2	-2	6	6	2
> Cc1ccc(-n2ncc3c2CCCC3NC(=O)c2cnccn2)cc1C (configuration not stated)
    -6	-4	9	21	9	0	-28	-3
> O=S(=O)(Nc1ccc(C(F)(F)F)cc1)c1cccs1
    -19	0	-7	29	1	9	3	-12
> Cc1c(C)c2ccc(OCC(=O)NC(Cc3c[nH]c4ccc(O)cc34)C(=O)O)c(C)c2oc1=O (configuration not stated)
    -10	-10	-10	3	8	14	9	0
> O=C(NCc1cccnc1)c1ccc(NC(=O)c2ccc([N+](=O)[O-])cc2)cc1
    -4	28	6	16	-1	-3	-30	-5
> CCOC(=O)CNC(=O)COc1coc(CN2CCN(c3ccc(F)cc3)CC2)cc1=O
    -8	16	0	-8	-2	-15	-8	5
> O=C(CN1CCCC1)Nc1cccc(Cl)c1
    -6	-7	7	4	-4	6	3	-10
> O=C(CCC(=O)N1CCOc2ccc(Cl)cc21)NCCCN1CCOCC1
    -2	-6	7	7	-5	3	-1	12
> O=C(c1ccc(F)cc1)N1CCCC(c2ccccc2)C1 (configuration not stated)
    -5	8	-1	-3	-3	5	16	-3
> Cc1cc(Br)ccc1NC(=O)CN(C)C(=O)CN1C(=O)NC(C)(C2CC2)C1=O (configuration not stated)
    -3	9	-4	1	-1	-3	24	4
> CCc1c(O)nc(SCC(=O)Nc2ccccc2C)n(-c2ccc(C)cc2)c1=O
    -6	14	-3	-6	-18	-1	9	0
> Cc1ccc(C)c(C(=O)COC(=O)c2cc(Cl)nc3ccccc23)c1
    0	-16	17	-12	2	16	-16	-2
> CC(C)(C)n1nc2c(c1NC(=O)c1cc([N+](=O)[O-])ccc1Cl)CS(=O)(=O)C2
    7	11	-12	5	-6	8	-10	-1

Continued:
Results follow in this order: SENP8 block	Jurkat NFkB inh	UBC13 inh	Gli-Sufu block	HKDC1 inh	Apaf-1 inh	697 NFkB inh	SENP7 inh
> COc1ccc(N2CCN(c3ncnc4c3nnn4Cc3ccccc3Cl)CC2)cc1
    1	29	2	-12	5	15	-22	1
> CCC(C)NC(=O)CSc1nnc(-c2ccoc2C)n1CC1CCCO1 (configuration not stated)
    -4	-4	-4	0	-4	10	-29	-7
> COc1ccc(C2CC(=O)N(CCCN(C)CCc3ccc(OC)c(OC)c3)C2)cc1 (configuration not stated)
    -5	-8	3	21	-5	-16	-14	-10
> Cc1cc(C(=O)Nc2ccc(F)cc2C)cs1
    4	-12	-1	-5	5	1	7	0
> O=C(CCC(=O)N1CCc2ccccc21)Nc1ccccc1
    5	4	0	-3	1	6	2	5
> CC(=O)c1cccc(NC(=O)CSc2nc(N3CCCCC3)nc(N3CCCCC3)n2)c1
    -2	-4	-12	-5	-2	20	-17	-8
> Cc1csc(Sc2ccc([N+](=O)[O-])cc2C(=O)OCC(=O)NC2CCCC(C)C2C)n1 (configuration not stated)
    0	9	-12	9	10	19	14	-8
> Cc1cc(C(=O)N2CCN(c3ccccc3O)CC2)c(C)o1
    6	-1	-2	-8	3	-5	13	1
> Cc1cc(NCCO)nc(-n2nc(C)cc2C)n1
    -6	11	7	2	-4	-6	18	-1
> CN(C)C(=O)CC12CC3CC(C1)CC(CC(=O)N(C)C)(C3)C2
    -7	-12	-2	-2	-4	-5	-16	-8
> c1ccc(-c2nn3c(Cn4nnc5ccccc54)nnc3s2)cc1
    6	8	-3	-3	-11	-8	-1	4
> O=S(=O)(NC(=S)Nc1ccccc1)c1ccc(F)cc1
    -1	-3	-6	1	-13	2	17	-1
> O=C(Nc1ccc(Cl)cc1)/C(=C/c1cccc(O)c1)c1nc2ccccc2s1
    -7	41	2	10	3	21	-43	-6
> BrC(/C=C\c1ccccc1)=N/Nc1nc(N2CCOCC2)nc(N2CCOCC2)n1
    4	-13	2	5	-8	-8	17	-1
> O=S(=O)(Nc1ccc2c(c1)OCCO2)c1cccc(F)c1
    5	12	8	8	-7	-15	-24	-5
> O=C(Nc1ccc(-c2nnc3n2CCCCC3)cc1)c1cc2ccccc2o1
    1	28	9	21	-5	-7	31	5
> CCN(CC(=O)Nc1cc(S(=O)(=O)N2CCOCC2)ccc1Cl)Cc1ccccc1
    3	-3	17	4	4	42*	-6	10
> Cc1nc2ccccc2c(=O)n1NC(=O)c1ccc(Cl)cc1
    5	-6	21	3	-1	10	-13	4
> Cc1ccc(C)c(OCCC(=O)OCC(=O)Nc2cc(S(=O)(=O)N3CCCCC3)ccc2C)c1
    7	6	20	6	-3	11	11	4
> CC1CCCC(C)N1C(=O)COC(=O)CSc1ccc(C(N)=O)cc1[N+](=O)[O-] (configuration not stated)
    -9	6	3	2	-2	4	35*	4

Remaining list, next part.
Results follow in this order: SENP8 block	Jurkat NFkB inh	UBC13 inh	Gli-Sufu block	HKDC1 inh	Apaf-1 inh	697 NFkB inh	SENP7 inh
> CC(Oc1ccc(/C=N/NC(=O)Cc2cccc3ccccc23)cc1)C(=O)O (configuration not stated)
    3	4	-10	6	0	3	7	3
> COc1ccc(N2C(=O)C3CCCN3C2c2cccc(Br)c2)cc1 (configuration not stated)
    3	7	5	-11	-3	6	-1	7
> COc1ccc(-c2[nH]n(-c3ccc([N+](=O)[O-])cc3)c(=O)c2C=NCc2ccccc2)cc1
    5	-18	-18	9	-7	-1	7	1
> COc1ccc2c(COC(=O)c3n[nH]c4ccccc34)cc(=O)oc2c1
    -16	-79	20	-71	8	11	-36	49
> COc1ccccc1CNC(=O)C1CCN(S(=O)(=O)c2cccc([N+](=O)[O-])c2)CC1
    9	-10	-6	6	2	-1	14	-10
> O=C1CCC(C(=O)Nc2ccccc2N2CCOCC2)=NN1
    3	17	3	1	-6	-7	18	-7
> CCOc1ccc(S(=O)(=O)N(CC(=O)N2CCc3ccccc32)Cc2ccco2)cc1
    0	-4	5	-3	1	-307	-7	3
> COc1ccc(NC(=O)COc2ccc(/C=C/c3cccc[n+]3C)cc2OC)cc1
    1	1	8	19	-6	2	-2	3
> O=C(COC(=O)c1cc(-c2ccccc2)nc2ccccc12)NC1CC1
    4	-9	6	-10	0	6	-3	9
> C/C(=N\S(=O)(=O)c1ccc(C)cc1)N1CCCCC1
    -3	6	2	-8	-4	-2	8	-1
> COc1cc(/C(C#N)=C/c2ccccc2)c([N+](=O)[O-])cc1OC
    1	-6	1	1	3	5	10	8
> Cc1c(C#N)c(N)nc(Cl)c1C#N
    5	21	3	4	-1	1	22	9
> COc1ccccc1/C=N/OCC(=O)NCc1ccc2c(c1)OCO2
    3	7	-2	-5	-4	-9	17	0
> Cc1cc(Cl)cc(Br)c1OCCNCC(C)O (configuration not stated)
    -2	1	12	9	-8	-6	15	-3
> COc1ccc(CC(=O)N/N=C(\C)c2cccnc2)cc1OC
    -4	2	0	4	0	-2	11	-5
> CCOc1ccc(NC(=O)c2cc3ccccc3cc2O)cc1
    23	-56	2	-26	7	5	-88	68*
> Cc1cc(C(=O)NCc2cccs2)nn1C
    -19	3	-6	7	-3	-5	-1	7
> CCCSc1nnc2nc3c(nn12)c1ccccc1n3C
    -4	2	-75	-12	6	11	21	3
> COc1cc(OC)cc(C(=O)N2CCN(c3ccccc3F)CC2)c1
    1	12	0	-4	2	1	-10	7
> CC(C)(CNc1ccc(C(F)(F)F)cc1[N+](=O)[O-])N1CCOCC1
    -7	11	-2	6	1	10	7	4
> CCCNS(=O)(=O)c1ccc(OCC(=O)N(C)Cc2ccccc2)cc1
    -1	-7	-5	-1	1	7	-23	-7
> Cn1c(SCc2nc3ccccc3[nH]2)nnc1-c1cccnc1
    -4	11	5	5	4	-2	3	-5

Rows were taken by chance; about 3.6% have a hit in one of these screens.
